Assay outcomes as filed in PubChem BioAssay.
Lamin A splicing: LMNA splicing modulation. hit rate 0.01% among 200,000. HeLa LMNA splicing GFP/RFP minigene ratio, 48 h. Potency, µM (series often up to 46.1 µM), for inactives: top-dose ratio change, negative = inhibition, most hits filed as inhibitors. AID 1487; active = well fitted inhibition curve with a large enough effect in the signal ratio, with a control signal flat, not every such curve was filed as active; inconclusive = small, poorly fitted or top-dose-only effect, or effect the other way, or a change in a side signal; the % refers to the signal ratio; also: potency is read from the fitted curve at half-maximal effect; % is scaled to controls: 0 for no effect and ±100 for the full control effect
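Read-out is the ratio of GFP to DsRed2 object intensity, acquired by 488 nm laser-scanning cytometry on HeLa lamin A-EGFP minigene reporter cells. Compound incubation 48 hrs at 37 °C in Opti-MEM with 2% FBS; DMSO 0.5% final.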
HTT ATP protect: Huntington cell model cytoprotection by ATP luminescence; Potency, µM (doses to about 56.4 µM), without a hit: cytoprotection (ATP increase), hits mostly activators; PC12 HTT-Q103 induced, cytoprotection, ATP luminescence, 40 h; hit rate 0.14% among 230,000;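 also: potency is read from the fitted curve at half-maximal effect; % of control where 0% means no effect; nearly all actives have a fitted effect of over 45% in size; toxic huntingtin expression switched on by the ecdysone agonist tebufenozide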
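Rat PC12, Q103 Htt exon1-GFP fusion, ecdysone promoter; tebufenozide inducer 100 nM final; compound titration; qHTS, 1500 cells/well; ATPlite luminescent read.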
HttQ103 aggreg: reduces HttQ103-GFP aggregates in PC12 cells | PC12 HttQ103-GFP aggregates, Acumen cytometry, 40 h | Potency, µM (titrated, usually from 46.1 µM), without a hit: at the top dose activity change, negative = inhibition, usual class: inhibitors | hit rate 1.1% among 220,000; also: potency is read from the fitted curve at half-maximal effect; % is scaled to controls: 0 for no effect and ±100 for the full control effect; nearly all actives have a fitted effect of over 60% in size
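Huntingtin Q103 exon 1–GFP aggregates in induced PC12 cells (100 nM tebufenozide) were quantified by cytometry from lysates, with compounds dosed in titration.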
KinaseGlo FLuc: blocks Kinase-Glo luciferase, a counter-screen artifact. Kinase-Glo luciferase, ATP luminescence, 8 min. hit rate 0.28% among 200,000. Potency, µM (highest dose often 38.3 µM), for inactives: top-dose activity change, negative = inhibition, actives largely listed as inhibitors. AID 1379; also: potency is read from the fitted curve at half-maximal effect; % is scaled to controls: 0 for no effect and ±100 for the full control effect; nearly all actives have a fitted effect of over 60% in size
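Compound is pinned into ATP-containing buffer (10 uM ATP, imidazole pH 7.2, 7 mM MgCl2). Kinase-Glo luciferase reagent is then added. Light output is recorded following an 8-min room-temperature incubation.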
CBFb-RUNX1 inh: inhibitors of human CBF-beta and RUNX1 interaction. Q01196+Q13951. AlphaScreen CBFb-His/RUNX1-biotin binding, biochemical. Potency, µM (titrated, usually from 59.8 µM), for inactives: top-dose activity, negative = inhibition, usual class: inhibitors. 230,000 tested, under 10 active; also: % of control where 0% means no effect
Target sequence (Q01196 whole entry, looked up): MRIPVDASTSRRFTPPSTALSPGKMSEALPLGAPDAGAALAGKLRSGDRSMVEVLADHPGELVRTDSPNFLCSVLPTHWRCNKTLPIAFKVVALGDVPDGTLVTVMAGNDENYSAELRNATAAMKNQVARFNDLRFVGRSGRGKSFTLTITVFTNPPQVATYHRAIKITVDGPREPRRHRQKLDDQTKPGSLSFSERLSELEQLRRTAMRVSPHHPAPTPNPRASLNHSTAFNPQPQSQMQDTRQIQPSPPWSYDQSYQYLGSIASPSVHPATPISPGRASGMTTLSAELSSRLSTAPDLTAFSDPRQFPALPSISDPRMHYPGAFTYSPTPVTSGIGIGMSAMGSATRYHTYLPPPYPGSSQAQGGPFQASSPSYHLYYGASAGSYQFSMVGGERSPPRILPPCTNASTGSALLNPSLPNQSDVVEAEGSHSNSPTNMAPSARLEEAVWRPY
Target sequence (Q13951 whole entry, looked up): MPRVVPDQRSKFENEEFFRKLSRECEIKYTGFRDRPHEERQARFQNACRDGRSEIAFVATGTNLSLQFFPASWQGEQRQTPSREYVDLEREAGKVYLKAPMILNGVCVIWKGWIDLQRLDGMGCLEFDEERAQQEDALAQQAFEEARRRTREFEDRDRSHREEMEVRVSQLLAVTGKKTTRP
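CBFb-His/RUNX1-biotin, 30 nM each, preincubated 20 min RT; compound 15 min RT; Ni + streptavidin beads 50 ng each, 90 min RT; AlphaScreen read.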
SMN2 splice up: SMN2 splice variant enhancement; HEK293 SMN2-luciferase splicing reporter, luminescence, 30-36 h; Potency, µM (titrated, usually from 46.1 µM), inactives show at the highest dose activity change, positive = activation, hits mostly activators; hit rate 2.8% among 210,000; also: potency is read from the fitted curve at half-maximal effect; % of control where 0% means no effect; nearly all actives have a fitted effect of over 55% in size
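HEK293 cells carry an SMN2 […]–luciferase reporter in which exon 7 inclusion puts luciferase in frame. Cells were plated 10-12 h before compound addition, then incubated 30-36 h at 37C. ONE-Glo luminescence was read; sodium butyrate at 4.5 mM final served as control.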
IMPase Li inh: IMPase inhibition in cells with lithium potentiation; CHO-M1 cells, IP1 TR-FRET (IP-One), carbachol + lithium; Potency, µM (doses to about 59.4 µM), without a hit: at the top dose activity, negative = IMPase inhibition, usual class: inhibitors; hit rate 0.35% among 210,000; AID 1457;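 also: IP1 builds up when IMPase is blocked and the TR-FRET signal falls; potency is read from the fitted curve at half-maximal effect; plate controls were basal vehicle for no effect and high inhibitor control for full effect; nearly all actives have a fitted effect of over 50% in size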
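Lithium-sensitised IP1 accumulation assay; M1-expressing CHO cells treated 30 min at 37C with compound. Competitive antibody detection by time-resolved FRET followed a 10 min room-temperature lysis step.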
* = called active by the depositor; ? = inconclusive; · = no result given; [ ] = dose if it differs, or a comment. Unless noted, calls follow the shape of the dose curve; as a rule, active = well fitted curve in the direction sought with a large enough effect; inconclusive = small, poorly fitted or top-dose-only effect, or another doubt; inactive = no such curve, though single readings can be large; an effect the other way counts as inactive or inconclusive. The order is random, and some 4% of all compounds hit somewhere here.

Values run as follows: Lamin A splicing | HTT ATP protect | HttQ103 aggreg | KinaseGlo FLuc | CBFb-RUNX1 inh | SMN2 splice up | IMPase Li inh
(1) CCc1nc(N2CCOCC2)c(C#N)c2c1COC(C)(C)C2
 : -2% | -43%[inhibitor] | -10% | 1% | 4% | -7% | -8%[38.3 µM]
(2) O=C(C(c1ccccc1)c1ccccc1)N1CCCc2ccccc21
 : -1% | -19%[10 µM] | ? | 2% | ? | -18% | 12%
(3) COCCNC(=O)/C(C#N)=C/c1cc(C)n(-c2ccc(C)cc2)c1C
 : ? | -12%[10 µM] | 7%[9.22 µM] | -7% | -20% | · | 17%
(4) Cc1ccc(-c2nn(-c3ccccc3)cc2/C=C(\C#N)C(=O)NCc2ccccc2)cc1
 : -2% | · | -10% | 2% | 0% | 15% | -1%
(5) COc1ccc(CCNC(=O)CN(CCc2ccccc2)S(C)(=O)=O)cc1OC
 : · | · | 10% | 0% | 15% | 3% | 4%
(6) COc1ccc(NC(=S)NCCC(c2ccccc2)c2ccccc2)c(OC)c1
 : -5% | 4%[10 µM] | ? | 0% | -13% | -90%[inhibitor] | 20%[38.3 µM]
(7) CCOC(=O)c1ccc(NC(=O)Oc2cc(C)c(Cl)cc2C(C)C)cc1
 : · | -5%[10 µM] | 4%[9.22 µM] | · | 17% | · | ·
(8) Cc1cccc2cc(COC(=O)c3ccco3)c(=O)[nH]c12
 : 6% | 0%[0.074 µM] | -4% | -1% | 4% | 5% | 4%[38.3 µM]
(9) Cc1cccc(OCc2n[nH]c(=S)o2)c1C
 : · | · | · | 0% | 3% | 1% | 0%
(10) CC1CCC/C(=C\Nc2ccc(C(=O)O)c(O)c2)C1=O (centres undefined)
 : · | -2%[10 µM] | 0%[9.22 µM] | · | 0% | · | ·
(11) c1cc(-c2nn[nH]n2)ccc1CN1CCCCC1
 : -10% | 3%[10 µM] | 3% | 3% | 11% | -5% | 0%
(12) CN1CCc2c(sc(NC(=O)c3ccc(S(=O)(=O)N4CCOCC4)cc3)c2C(N)=O)C1
 : -7% | 4%[10 µM] | 16% | 0% | 10% | -19% | 24%[38.3 µM]
(13) Cc1ccc2nc(SC(C)C(=O)NCc3ccc4c(c3)OCO4)[nH]c2c1 (centres undefined)
 : -10% | -13%[10 µM] | ? | · | -2% | · | ·
(14) O=C(CCc1ccccc1)N1CCN(c2ccccc2F)CC1
 : -5%[46 µM] | 3% | 7%[9.22 µM] | -2% | 14% | 2% | 13%
(15) CC(=O)Nc1cc(C(=O)NCc2ccco2)ccc1Sc1ccc(Cl)cc1
 : 3% | -3%[10 µM] | -28% | 3% | 0% | -7% | -5%
(16) CCNC(=S)N/N=C/c1cc(C)n(-c2ccc(Cl)cc2)c1C
 : · | -39%[inhibitor] | -2% | 4% | ? | 18µM* | 15%
(17) Cn1cnnc1SCC(=O)Nc1ccccc1Oc1ccccc1
 : 15%[46 µM] | 2%[10 µM] | 16% | -1% | -5% | -5% | -3%
(18) COc1ccc(C2NC(=S)NC(C)=C2C(=O)N2CCOCC2)cc1 (centres undefined)
 : 11%[46 µM] | -9% | -13% | 1% | 1% | -6% | -2%
(19) Cc1ccc(C2/C(=C(/O)c3ccc(OC(C)C)cc3)C(=O)C(=O)N2CCN2CCOCC2)cc1 (centres undefined)
 : -3% | 1% | 13% | -2% | -3% | 0% | -25%[38.3 µM]
(20) CSC1=C(C#N)C(c2ccc(C(C)C)cc2)CC(=O)N1 (centres undefined)
 : -6% | -21% | -7% | -3% | 2% | -38%[inhibitor] | 11%[38.3 µM]
(21) CSc1cccc(NC(=O)Cc2ccccc2[N+](=O)[O-])c1
 : · | -14% | -4%[9.22 µM] | 3% | -2% | 27% | 4%
(22) COc1cc(NC(=O)c2cccc([N+](=O)[O-])c2)ccc1NC(=O)c1ccco1
 : · | -18% | ? | · | 0% | · | 11%
(23) O=S(=O)(c1cnc(Cl)c(Br)c1)N1CCc2ccccc21
 : · | -2%[10 µM] | -4%[9.22 µM] | · | 6% | · | ·
(24) COc1ccc(CN(C(=O)c2ccc(CN3CCOCC3)o2)C(C(=O)NCC2CCCO2)c2ccc(F)cc2)cc1 (centres undefined)
 : · | 33%[10 µM] | 37%[9.22 µM] | -2% | 2% | · | 13%
(25) CN(C)c1ccc(N=Nc2ccccc2C(=O)OCC(=O)N2CCCCCC2)cc1
 : 4% | 20%[0.074 µM] | ? | -5% | · | 25µM* | 12%
(26) NC(=O)C1CCN(c2cc(Cl)ccc2[N+](=O)[O-])CC1
 : · | 22%[10 µM] | -4%[9.22 µM] | · | ? | · | ·
(27) CCC(C(=O)O)N1C(=O)/C(=C/c2cccn2C)SC1=S (centres undefined)
 : -14% | 8%[10 µM] | 7% | 1% | -12% | -10% | -11%
(28) COc1ccc(CN2C(=O)c3ccccc3C2=O)cc1C(=O)OC(C)C(=O)NC(N)=O (centres undefined)
 : -5% | · | -6% | 1% | 3% | 16% | -3%
(29) O=C(Nc1ccc2c(c1)OCCO2)c1oc2ccccc2c1NC(=O)C1CC1
 : -3%[46 µM] | -15%[10 µM] | 2% | 4% | 15% | ? | 14%
(30) Cc1ccc(N/C(N)=N/c2nc(C(F)(F)F)cc(C(F)(F)F)n2)cc1
 : ? | -8% | -1% | 0% | -2% | 0% | 1%

(continued)
Keys: A = Lamin A splicing; B = HTT ATP protect; C = HttQ103 aggreg; D = KinaseGlo FLuc; E = CBFb-RUNX1 inh; F = SMN2 splice up; G = IMPase Li inh
[31] O=C(Nc1cc(S(=O)(=O)Nc2ccc(Cl)cc2)ccc1N1CCCCC1)c1ccc(F)cc1Cl
  A: ?	B: -8%[10 µM]	C: ?	D: 4%	E: 0%	F: -13%	G: 3%
[32] Cc1ccc2[nH]c(=O)c(CN(CC3CCCO3)C(=S)Nc3ccccc3)cc2c1 (centres undefined)
  A: -15%	B: -9%[10 µM]	C: -15%	D: -1%	E: -2%	F: -25%	G: 4%
[33] CC(C)(C)[C@H]1C=C(C(=O)N2CCOCC2)O[C@@H](OCc2ccc(CO)cc2)C1
  A: ·	B: 23%[10 µM]	C: 14%[9.22 µM]	D: ·	E: 13%	F: ·	G: -5%
[34] COc1ccccc1-c1nnc(SCC(=O)Nc2ccccc2)o1
  A: -16%	B: -3%[10 µM]	C: -1%	D: -3%	E: -1%	F: ?	G: 28%[38.3 µM]
[35] COC(=O)NCC(c1cccnc1)N1CCN(c2ccccc2F)CC1 (centres undefined)
  A: -11%	B: -5%[10 µM]	C: -7%	D: -3%	E: 1%	F: -27%	G: 5%
[36] Cc1sc2nc3c(C(=O)N4CCN(c5ccccn5)CC4)cccn3c(=O)c2c1C
  A: 2%	B: -2%	C: 1%	D: -1%	E: 13%	F: 0%	G: -9%[38.3 µM]
[37] C=CCN(CC=C)C(=O)c1ccncc1
  A: -10%	B: 5%[10 µM]	C: -8%	D: -1%	E: 6%	F: -11%	G: 16%[38.3 µM]
[38] C=C1C(C2(C)C=CC(=O)C(C)(C)C2CC(=O)OC)CC[C@@]2(C)C(c3ccoc3)OC(=O)C3OC132 (some centres undefined)
  A: -7%	B: ·	C: ·	D: 1%	E: ·	F: -5%	G: 10%
[39] CC(C)c1ccc(NC(=O)COc2ccc(S(=O)(=O)N3CCOCC3)cc2)cc1
  A: -4%	B: 17%	C: 14%	D: -4%	E: 4%	F: -7%	G: -15%[38.3 µM]
[40] CC(O)Cc1cn([C@@H](CCCCNC(=O)OC(C)(C)C)C(=O)N2CCN(C(=O)OC(C)(C)C)CC2)nn1 (some centres undefined)
  A: ·	B: 4%[10 µM]	C: 18%[9.22 µM]	D: ·	E: 8%	F: ·	G: 1%

Compound profiles, as listed above. Order of screens: Lamin A splicing	HTT ATP protect	HttQ103 aggreg	KinaseGlo FLuc	CBFb-RUNX1 inh	SMN2 splice up	IMPase Li inh
`CC(C)c1ccc(NC(=O)COc2ccc(S(=O)(=O)N3CCOCC3)cc2)cc1` reads -4%	17%	14%	-4%	4%	-7%	-15%[38.3 µM]
`C=CCN(CC=C)C(=O)c1ccncc1` reads -10%	5%[10 µM]	-8%	-1%	6%	-11%	16%[38.3 µM]
`COC(=O)NCC(c1cccnc1)N1CCN(c2ccccc2F)CC1` (centres undefined) reads -11%	-5%[10 µM]	-7%	-3%	1%	-27%	5%
`CC(C)(C)[C@H]1C=C(C(=O)N2CCOCC2)O[C@@H](OCc2ccc(CO)cc2)C1` reads ·	23%[10 µM]	14%[9.22 µM]	·	13%	·	-5%

(cont.)
Keys: A = Lamin A splicing; B = HTT ATP protect; C = HttQ103 aggreg; D = KinaseGlo FLuc; E = CBFb-RUNX1 inh; F = SMN2 splice up; G = IMPase Li inh
[41] N#Cc1cccc(NC(=O)N2CC[C@@]3(CCCN(C(=O)c4cnccn4)C3)C2)c1
  A: ·	B: -1%	C: ·	D: -5%	E: ·	F: -26%	G: 6%
[42] CNNC(=S)NCCC1=CCCCC1
  A: 4%[46 µM]	B: 9%[10 µM]	C: -1%[9.22 µM]	D: ·	E: -1%	F: ·	G: ·
[43] OCCN(Cc1ccccc1)C(=S)Nc1ccc(Cl)cc1Cl
  A: ·	B: -17%	C: 8%	D: ·	E: 12%	F: ·	G: -3%
[44] CCOc1ccccc1N1CCN(C(=O)c2ccc3[nH]c4c(c3c2)CCCC4)CC1
  A: ?	B: 19%[10 µM]	C: 7%	D: 2%	E: -24%	F: 0%	G: 13%
[45] O=C(Cc1ccc(Br)cc1)NCCc1ccc(Cl)cc1Cl
  A: -9%	B: 8%[10 µM]	C: 1%	D: 4%	E: 8%	F: 0%	G: -5%
[46] O=C(CSc1nnnn1-c1ccccc1)Nc1ccc(Cl)cc1
  A: 3%	B: -3%	C: 23%	D: 0%	E: 2%	F: -12%	G: -9%[38.3 µM]

Compounds 45 to 46, reprinted for reference:
Keys: A = Lamin A splicing; B = HTT ATP protect; C = HttQ103 aggreg; D = KinaseGlo FLuc; E = CBFb-RUNX1 inh; F = SMN2 splice up; G = IMPase Li inh
[45] O=C(Cc1ccc(Br)cc1)NCCc1ccc(Cl)cc1Cl
  A: -9%	B: 8%[10 µM]	C: 1%	D: 4%	E: 8%	F: 0%	G: -5%
[46] O=C(CSc1nnnn1-c1ccccc1)Nc1ccc(Cl)cc1
  A: 3%	B: -3%	C: 23%	D: 0%	E: 2%	F: -12%	G: -9%[38.3 µM]
